# USP1-UAF1 inh – blocks the human USP1/UAF1 deubiquitinase complex; O94782; recombinant USP1/UAF1, Ub-Rhodamine cleavage fluorescence; Potency, µM (doses to about 57.1 µM), without a hit: at the top dose activity change, negative = inhibition, hits mostly inhibitors; 390,000 compounds, 0.23% hits; AID 743255; note: potency is the fitted concentration of half-maximal effect; % is set by controls: 0 for no effect and ±100 for the full control effect; nearly all actives have a fitted effect of over 60% in size; inactives centre near -12
# Target sequence (O94782 whole entry, looked up): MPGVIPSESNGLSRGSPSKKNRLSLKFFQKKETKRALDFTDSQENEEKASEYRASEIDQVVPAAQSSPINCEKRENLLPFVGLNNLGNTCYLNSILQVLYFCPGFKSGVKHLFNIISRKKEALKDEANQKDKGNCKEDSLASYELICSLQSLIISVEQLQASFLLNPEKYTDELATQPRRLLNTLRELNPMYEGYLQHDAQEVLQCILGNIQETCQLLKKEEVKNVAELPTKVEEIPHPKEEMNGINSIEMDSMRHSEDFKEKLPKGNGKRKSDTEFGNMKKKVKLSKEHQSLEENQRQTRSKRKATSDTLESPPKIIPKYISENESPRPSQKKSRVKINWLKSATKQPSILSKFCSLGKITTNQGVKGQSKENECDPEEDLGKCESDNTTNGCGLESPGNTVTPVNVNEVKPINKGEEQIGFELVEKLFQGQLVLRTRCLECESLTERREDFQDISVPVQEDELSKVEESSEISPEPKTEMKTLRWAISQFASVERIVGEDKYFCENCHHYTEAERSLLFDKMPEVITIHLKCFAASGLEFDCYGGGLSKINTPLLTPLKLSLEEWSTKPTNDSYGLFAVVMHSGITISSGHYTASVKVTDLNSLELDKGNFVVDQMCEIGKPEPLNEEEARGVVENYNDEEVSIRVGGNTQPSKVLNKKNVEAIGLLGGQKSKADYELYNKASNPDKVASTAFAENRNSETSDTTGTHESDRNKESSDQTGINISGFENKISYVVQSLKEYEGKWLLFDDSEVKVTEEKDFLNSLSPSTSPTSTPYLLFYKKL
#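 High-throughput fluorogenic screen: 1nM USP1/UAF1 complex, Ub-Rho substrate 150nM final, 50mM HEPES pH 7.8 with 0.5mM EDTA, 0.1 mg/ml BSA, 1mM TCEP and 0.01% Tween-20.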
# GLS inhibitor – glutaminase GLS (human) inhibition; O94925; GLS enzymatic activity, qHTS titration; Potency, µM (top dose mostly 45.5 µM), for the others: at the highest dose activity change, negative = inhibition, usual class: inhibitors; 410,000 compounds, 0.21% hits; AID 624170; note: potency is the fitted concentration of half-maximal effect; % is set by controls: 0 for no effect and ±100 for the full control effect
#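 Human kidney-isoform GLS in 45 mM KH2PO4 pH 8.2, 0.02% Tween-20, with compound, started with 1mM L-Glutamine (added stock). Glutamate oxidase/HRP/Amplex red coupled fluorescence read at start and after 30 min at RT.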
# TrxR1 substrate – is turned over as a substrate by rat TrxR1; O89049; purified TrxR1 substrate turnover, NADPH consumption readout; Potency, µM (top dose mostly 114 µM), inactives show at the highest dose activity change, negative = substrate turnover; 390,000 compounds, 0.01% hits; note: potency is the fitted concentration of half-maximal effect; % is set by controls: 0 for no effect and ±100 for the full control effect; nearly all actives have a fitted effect of over 50% in size
#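 Rat TrxR1, dispensed at 90 nM, was prereduced with 400 uM NADPH (final) for 5 min at ~22 deg C, then incubated with compound 15 min before 400 uM selenite. A first-read NADPH fluorescence drop versus no-compound background flagged substrates.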
# IDH1 R132H inh – inhibitors of human mutant IDH1 R132H; O75874; IDH1-R132H enzyme, NADPH consumption, diaphorase/resazurin fluorescence; Potency, µM (doses to about 76.6 µM), without a hit: at the highest dose activity change, negative = inhibition, most hits filed as inhibitors; 390,000 compounds, 0.093% hits; AID 602179; note: potency is the fitted concentration of half-maximal effect; % is set by controls: 0 for no effect and ±100 for the full control effect; nearly all actives have a fitted effect of over 65% in size
#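 IDH1-R132H (0.5 ug/mL) preincubated 30 min with compound, then NADPH (0.016 mM) and alpha-KG (2 mM) added; 80 min at RT, pH 7.5. Remaining NADPH coupled via diaphorase/resazurin to fluorescence (540/590 nm); concentration-response curves normalized to no-enzyme control.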
# rTrxR1 inhibitor – blocks rat thioredoxin reductase 1; recombinant rTrxR1, NADPH fluorescence consumption, selenite substrate; AID 588453; Potency, µM (series often up to 114 µM), without a hit: top-dose activity change, negative = inhibition, hits mostly inhibitors; 390,000 compounds, 1% hits; note: potency is the fitted concentration of half-maximal effect; % is set by controls: 0 for no effect and ±100 for the full control effect; nearly all actives have a fitted effect of over 65% in size
#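 Rat TrxR1 (90 nM in the dispensed reagent) was pre-reduced with 400 uM NADPH for 5 min at room temperature, then incubated with compound for 15 min. After 400 uM selenite was added, NADPH fluorescence (Ex 340/Em 450 nm) was followed for 8 min.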
# Pin1 inhibitor – human Pin1 inhibition; 390,000 compounds, 0.009% hits; Pin1 FP peptide displacement, HiFluor488, 10 min; Potency, µM (titrated, usually from 115 µM), for the others: at the highest dose activity, negative = inhibition, most hits filed as inhibitors; active = well fitted inhibition curve with a large enough effect in the polarisation, with a control signal flat, not every such curve was filed as active; inconclusive = small, poorly fitted or top-dose-only effect, or effect the other way, or a change in a side signal; inactive = no such curve, though single readings can be large or run the other way; the % refers to the polarisation; note: potency is the fitted concentration of half-maximal effect; % is set by controls: 0 for no effect and ±100 for the full control effect
# HP1b chromo inh – inhibitors of HP1-beta chromodomain binding to methylated histone tails. P83916. AlphaScreen HP1-beta / biotin-H3K9me3 peptide binding. Potency, µM (highest dose often 114 µM), inactives show at the highest dose activity change, negative = inhibition, most hits filed as inhibitors. 390,000 compounds, 0.56% hits. AID 540317; note: potency is the fitted concentration of half-maximal effect; nearly all actives have a fitted effect of over 70% in size; inactives centre near 23
# Target sequence (P83916 whole entry, looked up): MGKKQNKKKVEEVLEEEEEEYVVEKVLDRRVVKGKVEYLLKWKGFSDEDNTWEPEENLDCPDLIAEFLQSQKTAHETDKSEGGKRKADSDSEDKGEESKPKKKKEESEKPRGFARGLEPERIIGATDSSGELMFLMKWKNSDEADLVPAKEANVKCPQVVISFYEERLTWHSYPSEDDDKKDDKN
#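 Compound inhibition of the preformed complex between 50 nM HP1-beta and 50 nM biotinylated H3K9me3 peptide was read by AlphaScreen. Buffer was PBS pH 7.4 with 0.01% Tween-20. Incubations ran 30 min at room temperature, with 10 ug/mL donor/acceptor beads.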
# PI4K2A block – PI4K2A (human) kinase inhibition | 420,000 compounds, 0.13% hits | AID 1346378 | purified PI4K2A, ADP-Glo luminescence, 1 h; stronger effect = lower value | activity change, negative = inhibition, % at 76.9 µM; in the data active = activity change below about -50%; inconclusive = mostly about -30% to -49%;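 note: -100% = wells without enzyme as full effect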
#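 ADP-Glo luminescence measured ADP generated by PI4K2A enzyme (4 ug/mL before mixing) with 1.2 mM PI substrate (pre-mix) and 300 microM ATP (pre-mix). Tris pH7.5 buffer with MgCl2, Triton X-100; 1 h reaction at ambient temperature.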
# PGK inhibitor – inhibitors of T. brucei phosphoglycerate kinase | Potency, µM (highest dose often 57.5 µM), for inactives: at the top dose activity change, negative = inhibition, most hits filed as inhibitors | 380,000 compounds, 0.043% hits | AID 602233 | PGK/GAPDH coupled, Kinase-Glo luminescence, 60 min | P07378; note: potency is the fitted concentration of half-maximal effect; % is set by controls: 0 for no effect and ±100 for the full control effect; nearly all actives have a fitted effect of over 60% in size
#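 Recombinant glycosomal PGK reaction used 1,3-bisphosphoglycerate generated in-well by GAPDH (100nM final) in 100mM TEA pH 7.6, 5mM MgCl2, 0.01% Tween-20. After 60 minutes at room temperature, ATP was read by Kinase-Glo Plus luminescence end-point.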
# * marks the source's active call; other numbers are inactive results; i = inactive; ? = inconclusive; · = not tested or not shown; & = joins results of further samples; [ ] = dose if it differs, or a comment. Unless noted, calls come from the whole dose curve; as a rule, active = well fitted curve in the direction sought with a large enough effect; inconclusive = small, poorly fitted or top-dose-only effect, or another doubt; inactive = no such curve, though single readings can be large; an effect the other way counts as inactive or inconclusive. These rows are one share of the data; count on the stated rates, not on these rows.
SMILES	USP1-UAF1 inh	GLS inhibitor	TrxR1 substrate	IDH1 R132H inh	rTrxR1 inhibitor	Pin1 inhibitor	HP1b chromo inh	PI4K2A block	PGK inhibitor
CC(NC(=O)C1CCN(C(=O)Nc2ccccc2)CC1)c1ccc(Cl)cc1 (centres undefined)	-14.4%	3.7%	4.4%	-8.2%	14.6%	8.9%	35.5%[activator]	-0.3	-2.3%
O=C(Nc1ccccc1F)c1cc(S(=O)(=O)N2CCOCC2)cs1	-14.4%	5.3%	-1.3%	9.3%	-5.3%	-5.8%	10.9%	3.1	-8.5%
Cc1cccc(C2CC(c3ccccc3)Nc3nc(N)nn32)c1 (centres undefined)	-8.2%	16.9%	4.1%[57.1 µM]	-1.0%	14.5%[57.1 µM]	-12.2%	26.2%	1.2	i
O=C(CCCN1C(=O)NC2(CCCC2)C1=O)Nc1ccc(Cl)c(S(=O)(=O)N2CCOCC2)c1	-6.8%	5.3%	3.7%	2.1%	-1.9%	-2.3%	35.5%	4.2	12.5%
Cc1nnc(SCC(=O)N(CC(C)C)C2CCS(=O)(=O)C2)n1N (centres undefined)	-19.6%	-12.4%	0.1%	1.1%	17.2%	-1.1%	33.3%	7.1	-7.1%
O=C(COc1ccccc1)NC(NC(=S)Nc1ccccc1C(=O)O)C(Cl)(Cl)Cl (centres undefined)	-6.8%	-5.3%	16.3%[57.1 µM]	1.2%	1.1%[57.1 µM]	-1.0%	?	-0.9	0.0%
COC(=O)/C=C/c1cccc([C@H]2[C@@H]3C=CC[C@@H](C)[C@@H]3C(=O)N2Cc2ccccc2)c1	-34.3%	0.6%	-3.3%	-3.3%	4.9%	?	35.7%	0.1	8.5%
CN1CCN(C(=O)C23CCC(C)(c4nc5ccccc5nc42)C3(C)C)CC1 (centres undefined)	-25.6%	·	-6.0%	9.7%	-9.1%	-0.9%	14.3%	2.1	-2.0%
O=C(COC(=O)c1cccnc1)Nc1cccc(Cl)c1	1.8%	2.3%	1.7%[57.1 µM]	14.1%	-4.6%[57.1 µM]	11.6%	18.2%	-4.0	3.0%
CCN(CC)c1nc2ccccc2nc1C(C#N)C(=O)NCCc1ccccc1 (centres undefined)	149.9%[activator]	-10.2%	6.0%	1.2%	-2.1%	?	56.7%[activator]	-2.8	8.1%
O=C(COc1cccc2c1CCN(Cc1ccc(Cl)cc1)C2=O)N1CCOCC1	-20.9%	-14.6%	2.2%	11.7%	10.6%	-0.1%	19.9%	-6.1	-9.2%
C/C(=N\NC(=O)c1nnn(-c2nonc2N)c1CSc1ccc(C)cc1)c1cccnc1	-1.0%	2.5%	·	9.3%	·	·	·	2.8	10.6%
Oc1ccccc1CN1CCCC(N2CCc3ccccc3C2)C1 (centres undefined)	-17.2%	17.1%	1.0%	-7.4%	20.9%	-0.6%	22.7%	-0.4	0.5%
COc1ccc(C(=O)n2nc(C)c(Br)c2C)cc1	-9.1%	5.5%	-3.2%	20.1%	12.0%	-2.8%	47.1%[activator]	10.0	-2.1%
CC(=O)N1CCN(Cc2nc3cc(NC(=O)COc4cccc(C)c4)ccc3n2C)CC1	-13.0%	2.0%	10.6%	2.9%	16.1%	-12.1%	10.3%	-1.4	10.6%
CCc1cccc(CC)c1C(OC(C)=O)c1cccnc1 (centres undefined)	-18.4%	-0.9%	6.8%	4.6%	13.8%	3.5%	20.3%	7.9	-0.1%
COc1ccc(C(=O)NC2CCCc3c2cnn3-c2ccc(C)c(C)c2)c(OC)c1OC (centres undefined)	-14.4%	0.3%	-7.2%	-10.6%	9.3%	-0.5%	7.4%	-0.8	-9.0%
CP(=O)(Nc1cc(Cl)ccc1Cl)c1nc2c(s1)CCCC2 (centres undefined)	-17.4%	5.5%	5.8%	7.6%	3.6%	-7.9%	49.2%[activator]	-3.3	-2.1%
COc1ccccc1N(C)C(=O)Cn1c(=O)oc2cc(S(=O)(=O)N3CCCC3)ccc21	-18.9%	-10.7%	3.7%	-12.6%	-5.8%	-8.5%	68.1%[activator]	-4.6	-14.0%
COc1cc(F)c(C2=CC(=O)C[C@H](c3ccc(Cl)cc3)C2)cc1F	13.8%	15.1%	11.8%[57.1 µM]	5.1%	35.2%[57.1 µM]	0.5%	34.6%	-0.5	-0.8%
CCOC(=O)C1=C(c2ccccc2)Nc2ncnn2C1c1ccccn1 (centres undefined)	-8.1%	1.1%	2.0%[57.1 µM]	1.8%	2.4%[57.1 µM]	6.5%	31.9%[activator]	-0.3	8.0%
COc1cccc(NC(=O)CSc2nnnn2C2CCCCC2)c1	-11.4%	-3.6%	3.3%	0.0%	23.3%	4.6%	41.2%[activator]	-1.1	-3.2%
Cc1cc(C)n(-c2nnc(C)n2NC(=O)c2cccc(Cl)c2)n1	-9.3%	-4.1%	6.1%	2.9%	23.3%	-6.8%	25.5%	5.3	-9.7%
O=C1CC(=O)N(CCc2ccc(F)cc2)C(=O)N1	-3.2%	1.1%	-9.2%	-0.1%	-55.9%	?	17.6%	-14.2	-4.3%
Cc1ccc(/C=C/C(=O)N2CCCN(C(=O)/C=C/c3ccc(C)cc3)CC2)cc1	-7.8%	-2.5%	9.1%[57.1 µM]	4.6%	13.2%[57.1 µM]	-0.8%	-14.1%	-4.2	-0.7%
O=c1c2sc3ccccc3c2n(Cc2ccccc2Cl)c(=O)n1Cc1ccccc1	-7.7%	-9.4%	-16.1%	-13.6%	?	-19.1%	-8.0%	-4.3	i
CCCCNC(=O)C(=O)NC(C)CCc1ccccc1 (centres undefined)	-17.7%	1.9%	0.2%	1.6%	-2.4%	-3.3%	36.1%	4.7	-6.0%
CCC/C=C/c1ccc(CN2C(CC(C)C)C(=O)N(Cc3cn(CCOCOC)nn3)CCS2(=O)=O)cc1 (centres undefined)	-16.6%	-7.8%	·	10.9%	·	·	·	2.5	-1.4%
COC(=O)[C@@H]1C(c2c(OC)cc(OC)cc2OC)=NO[C@H]1C(=O)OC	-14.6%	3.9%	4.8%[57.1 µM]	5.9%	3.8%[57.1 µM]	-6.0%	18.5%	1.9	-3.4%
CCC(Sc1nc2n[nH]c(C)c2c(=N)n1-c1cccc(Cl)c1)C(=O)NCCOC (centres undefined)	-3.9%	-4.2%	-15.4%	-7.7%	9.4%[57.1 µM]	-0.1%	22.1%	2.6	i

# Single records (already shown). Values in the order: USP1-UAF1 inh | GLS inhibitor | TrxR1 substrate | IDH1 R132H inh | rTrxR1 inhibitor | Pin1 inhibitor | HP1b chromo inh | PI4K2A block | PGK inhibitor
# Cc1ccc(/C=C/C(=O)N2CCCN(C(=O)/C=C/c3ccc(C)cc3)CC2)cc1 is entered as -7.8% | -2.5% | 9.1%[57.1 µM] | 4.6% | 13.2%[57.1 µM] | -0.8% | -14.1% | -4.2 | -0.7%
# O=C1CC(=O)N(CCc2ccc(F)cc2)C(=O)N1 is entered as -3.2% | 1.1% | -9.2% | -0.1% | -55.9% | ? | 17.6% | -14.2 | -4.3%

# Additional compounds.
SMILES	USP1-UAF1 inh	GLS inhibitor	TrxR1 substrate	IDH1 R132H inh	rTrxR1 inhibitor	Pin1 inhibitor	HP1b chromo inh	PI4K2A block	PGK inhibitor
C/C(=N\NC(=O)C(C)Oc1ccc([N+](=O)[O-])cc1)c1ccccn1 (centres undefined)	-5.6%	-0.3%	-12.8%	2.9%	-6.9%	-6.7%	33.2%	-1.1	-4.5%
CCOC(=O)c1sc(=S)n(CC)c1N	-24.2%	5.9%	-12.5%	9.5%	-7.9%	-0.5%	-11.7%	-19.8	-1.2%
COc1ccc(NC(=O)Nc2nnc(N(CC(C)C)CC(C)C)s2)c(OC)c1	-10.1%	-0.3%	-5.1%	0.0%	2.5%	4.2%	57.7%[activator]	2.0	i
CC1CCc2c(sc(NC(=O)CCc3nc4ccccc4c(=O)[nH]3)c2C#N)C1 (centres undefined)	-21.7%	7.4%	1.2%	1.3%	-13.5%	12.6%	24.4%	-1.8	7.9%
CC(=O)c1cccc(NC(=O)Cn2c(=O)c(CNc3ccc(C)cc3)cc3cc4c(cc32)OCCO4)c1	?	10µM*	-3.2%	-7.8%	-6.7%	-2.9%	3.5%	-9.4	1.3%
CC1(c2ccc3ccccc3c2)NC(=O)N(CC(=O)N2CCN(Cc3ccc(C#N)cc3)CC2)C1=O (centres undefined)	1.4%	6.3%	-11.3%	-0.2%	?	5.0%	11.9%	-6.3	-5.6%
COC(=O)c1ccc(N=NN2CCCCC2)cc1	6.2%	-13.1%	3.8%[57.1 µM]	0.7%	33.5%[57.1 µM]	-11.4%	33.2%	-5.7	-0.5%
C/C(=N\NC(=O)c1ccc(CN2CCOCC2)cc1)c1cccc([N+](=O)[O-])c1	-7.3%	8.9%	-3.1%	6.8%	2.2%	1.8%	-3.6%	4.4	7.3%
CCC(=O)N1CCc2cc(S(=O)(=O)CCC(=O)N(C)c3ccc(OC)cc3)ccc21	-9.5%&-22.8%	3.4%&3.4%	2.8%&-4.3%	4.9%&-6.5%	12.5%&8.6%	-8.5%&-8.1%	26.8%&27.9%	-5.0&1.0	1.1%&-3.2%

# Source: PubChem BioAssay (National Center for Advancing Translational Sciences (NCATS))
